aSyn rescue – rescues yeast growth from alpha-synuclein toxicity. Yeast expressing alpha-synuclein, growth rescue, BacTiter-Glo, 24 h. Potency, µM (top dose mostly 46.1 µM), for inactives: at the highest dose growth rescue (activation), hits mostly activators. actives 0.14% (n = 370,000); note: potency is the fitted concentration of half-maximal effect; % of control where 0% means no effect; nearly all actives have a fitted effect of over 65% in size
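Screening used galactose-induced yeast with toxic alpha-synuclein levels, exposed to compound for 24 hr at 30 deg C. Cell growth, read with BacTiter-Glo luminescence, gave the measured signal.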
TDP-43 yeast inh – TDP-43 toxicity inhibition in yeast; TDP-43 expressing yeast growth rescue, BacTiter-Glo, 24 h; Potency, µM (titrated, usually from 46.1 µM), for inactives: at the highest dose growth rescue (activation), usual class: activators; actives 1.8% (n = 410,000); note: potency is the fitted concentration of half-maximal effect; % of control where 0% means no effect; nearly all actives have a fitted effect of over 50% in size
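Cell-based yeast growth screen: TDP-43 expression induced in galactose, inoculum OD600=0.02 after raffinose pregrowth to mid-log. Read-out BacTiter-Glo luminescence at 24 hr, 30 deg C; inhibition of toxicity seen as signal increase.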
Abeta yeast res – compounds reversing amyloid beta toxicity in yeast. yeast expressing A-beta42, growth rescue, OD600, 48 h; response scale: 0% DMSO, 100% iron-clioquinol control. actives 0.063% (n = 410,000). Potency, µM (doses to about 46.1 µM), for the others: at the top dose growth rescue, usual class: activators; note: potency is the fitted concentration of half-maximal effect; nearly all actives have a fitted effect of over 55% in size
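Yeast A-beta toxicity model in growth medium with pinned compounds, 48 h at 30 C; growth read as absorbance at 600 nm. Normalized to FeCl3/clioquinol equimolar mix (positive) and DMSO (negative).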
GLP-1R inv ag – inverse agonists of human GLP-1 receptor | Potency, µM (series often up to 38.3 µM), inactives show at the highest dose activity change, negative = inhibition, most hits filed as inhibitors | actives 1.6% (n = 410,000) | HEK293 GLP-1R CRE-luciferase, luminescence, 24 h; GLP-1R form is constitutively active | P43220; note: potency is the fitted concentration of half-maximal effect; % is set by controls: 0 for no effect and ±100 for the full control effect; nearly all actives have a fitted effect of over 55% in size
Target sequence (P43220 whole entry, looked up): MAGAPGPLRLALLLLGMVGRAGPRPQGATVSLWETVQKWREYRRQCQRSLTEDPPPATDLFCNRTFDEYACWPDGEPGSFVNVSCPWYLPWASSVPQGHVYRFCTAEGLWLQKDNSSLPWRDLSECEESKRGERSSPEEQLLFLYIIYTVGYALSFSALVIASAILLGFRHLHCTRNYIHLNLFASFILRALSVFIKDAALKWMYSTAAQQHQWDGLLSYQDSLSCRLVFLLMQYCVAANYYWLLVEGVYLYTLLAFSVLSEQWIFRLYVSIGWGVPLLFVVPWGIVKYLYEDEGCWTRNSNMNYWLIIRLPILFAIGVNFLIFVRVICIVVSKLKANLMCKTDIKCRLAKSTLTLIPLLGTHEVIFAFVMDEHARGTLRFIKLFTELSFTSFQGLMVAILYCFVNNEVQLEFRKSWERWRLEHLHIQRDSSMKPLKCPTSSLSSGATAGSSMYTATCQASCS
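qHTS in 1536-well format: reporter HEK293 cells expressing constitutive GLP-1R activity in DMEM + 10% Nu serum, 24 hr with compounds at 37 deg C, luminescence read after 12 min with detection reagent.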
FUS yeast rescue – FUS proteinopathy suppression in yeast | S. cerevisiae FUS-expressing, growth rescue, OD600, 24 h | Potency, µM (series often up to 76.6 µM), for the others: at the top dose growth rescue (activation), actives largely listed as activators | actives 0.24% (n = 390,000);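 note: potency is the fitted concentration of half-maximal effect; plate controls were DMSO vehicle for no effect and reference control for full effect; nearly all actives have a fitted effect of over 55% in size; some results filed as inactive show a strong effect at the top dose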
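Read-out: OD at 600 nm after 24hr at 30C, reporting rescue of FUS-induced yeast toxicity. Cells at OD 0.005 in galactose (2%) minimal medium; compounds tested in a dilution series; CP55940 titration from 92uM final as control.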
PTHR1 agonist – PTHR1 (human) receptor agonism; Q03431; HEK293 GP2 PTHR1 cells, GloSensor cAMP luminescence, 1 h; Potency, µM (doses to about 115 µM), for inactives: at the top dose activation, hits mostly activators; actives 0.075% (n = 410,000); note: potency is the fitted concentration of half-maximal effect; nearly all actives have a fitted effect of over 55% in size; some results filed as inactive show a strong effect at the top dose; inactives centre near -15; many of its hits are not listed in these tables
Target sequence (Q03431 whole entry, looked up): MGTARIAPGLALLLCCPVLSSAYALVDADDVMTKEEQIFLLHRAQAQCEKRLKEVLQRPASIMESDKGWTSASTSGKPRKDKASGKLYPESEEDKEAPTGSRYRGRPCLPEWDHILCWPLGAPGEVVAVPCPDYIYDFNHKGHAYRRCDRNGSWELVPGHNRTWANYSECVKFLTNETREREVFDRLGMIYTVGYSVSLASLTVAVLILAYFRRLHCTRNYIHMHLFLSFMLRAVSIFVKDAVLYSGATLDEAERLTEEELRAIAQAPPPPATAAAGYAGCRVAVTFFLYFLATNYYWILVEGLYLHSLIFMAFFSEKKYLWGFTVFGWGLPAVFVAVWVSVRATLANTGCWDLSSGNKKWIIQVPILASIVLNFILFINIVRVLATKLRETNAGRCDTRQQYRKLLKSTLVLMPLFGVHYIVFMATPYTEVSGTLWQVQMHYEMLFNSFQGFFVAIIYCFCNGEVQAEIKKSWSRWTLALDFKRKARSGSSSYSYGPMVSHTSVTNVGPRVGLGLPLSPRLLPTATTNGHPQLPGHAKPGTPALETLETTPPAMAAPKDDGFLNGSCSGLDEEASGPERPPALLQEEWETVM
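HEK-293-derived GP2 cells expressing PTHR1 and a GloSensor cAMP reporter, 3,000/well, plated overnight, given luciferin plus IBMX (each 0.5 mM as added) for 1 h at 37 °C, then compound for 1 h at 37 °C. Luminescence was read after 15 min at room temperature.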
Akt phos inh – inhibitors of Akt phosphorylation. Neuro2A IGF-stimulated pAkt S473 HTRF, 20 min; hits give low values. activity change, % for hits at 50 µM. actives 0.32% (n = 360,000); in the data active = activity change below about -80%; inconclusive = mostly about -51% to -80%; note: % is set by controls: 0 for no effect and ±100 for the full control effect
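Neuro2A cells (4,500/well, DMEM with 0.5% FBS) were treated with compound at a single 50 µM final concentration, stimulated with 6 nM IGF for 20 min at 37 °C, and lysed. Phospho-Akt Ser473 was read by HTRF as 665/615 ratio ×10^4.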
Mm-Cpn inhibitor – inhibitors of Methanococcus maripaludis chaperonin (MmCpn); Potency, µM (top dose mostly 76.9 µM), for inactives: top-dose activity, negative = inhibition, hits mostly inhibitors; AID 504842; actives 0.031% (n = 330,000); purified Mm-Cpn ATPase, ADP Transcreener TR-FRET; note: potency is the fitted concentration of half-maximal effect; % is set by controls: 0 for no effect and ±100 for the full control effect; nearly all actives have a fitted effect of over 80% in size
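Reaction buffer contained 30 mM Tris pH 7.4, 100 mM KCl, 5 mM MgCl2 and 1 mM DTT. Mm-CPN (25 nM final) hydrolysed 10 uM ATP over 30 min at 37°C; ADP was read by HTRF.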
HEK293 tox – cytotoxic in the GLP-1 receptor inverse agonist counter-screen; actives 0.13% (n = 410,000); Potency, µM (series often up to 38.3 µM), inactives show at the top dose activity change, negative = inhibition, usual class: inhibitors; HEK293 cAMP-luciferase reporter cells, luminescence, 24 h;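 note: loss of luciferase light is scored as toxicity; potency is the fitted concentration of half-maximal effect; % is set by controls: 0 for no effect and ±100 for the full control effect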
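Luminescence readout: signal drop marks cytotoxicity. Plated cells grew 12 h at 37 °C, 5% CO2, received 23 nL compound for 24 h, then got luciferase reagent, read after 12 min at RT.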
Active calls of the source: *; i = inactive; ? = inconclusive; / = no result given; [ ] = another dose, or the depositor's remark. Unless noted, calls come from the whole dose curve; as a rule, active = well fitted curve in the direction sought with a large enough effect; inconclusive = small, poorly fitted or top-dose-only effect, or another doubt; inactive = no such curve, though single readings can be large; an effect the other way counts as inactive or inconclusive.

| # | Molecule | aSyn rescue | TDP-43 yeast inh | Abeta yeast res | GLP-1R inv ag | FUS yeast rescue |
| --- | --- | --- | --- | --- | --- | --- |
| 1 | CCOc1ccc(-n2c(Cc3cc(=O)[nH]c(=O)[nH]3)nnc2SCC(N)=O)cc1 | -6% | -19% | 4% | 16% | ? |
| 2 | COc1ccc(NC(=O)CSc2c(C)n[nH]c2C)cc1 | -19% | -9% | -18% | 4% | 39% |
| 3 | CCn1c(SCC(=O)O)nnc1-c1cccnc1 | 2% | -8% | -16% | -7% | 3% |
| 4 | Cc1ccn2c(=O)cc(COc3ccc(NC(=O)COc4ccccc4)cc3)nc2c1 | / | 21% | 2% | 9% | -18% |
| 5 | COc1ccc(NC(=O)CC2SC(N3CCOCC3)=NC2=O)c(OC)c1 (configuration not stated) | 1%[1.84 µM] | 15% | 6% | 6% | 4% |
| 6 | Cc1ccc(C)c(OCCC(=O)OCC(=O)NC(=O)NCc2ccccc2)c1 | 1% | 2% | -9% | 7% | 0% |
| 7 | CCOc1nc(OCC)c2[nH]c(C(=O)O)c(Br)c2n1 | -2% | -2% | -17% | 21% | / |
| 8 | CCc1cc(=O)oc2cc(OCC(=O)O)c(Cl)cc12 | -11% | 5% | 5% | 8% | 2% |
| 9 | COc1ccc(C)cc1NC(=O)CCNS(=O)(=O)c1cccc(C(F)(F)F)c1 | -1% | -15% | 6% | ? | 22% |
| 10 | O=C(COC(=O)CNC(=O)c1cccc(F)c1)NCCC1=CCCCC1 | 1% | 20% | 6% | 13% | 19% |
| 11 | O=C(NCC1CCCO1)C1CC(=O)N(c2ccc(Cl)cc2)C1 (configuration not stated) | 2% | -26% | -10% | 32%[activator] | 21% |
| 12 | CC(NC(=O)NNC(N)=S)(C(F)(F)F)C(F)(F)F | -3% | -9% | -7% | ? | 6% |
| 13 | CN(c1ccccc1)c1nc(N)c([N+](=O)[O-])c(Nc2ccccc2F)n1 | 2% | 3% | 2% | 63%[activator] | -1% |
| 14 | CC(C)CNC(=O)COC(=O)/C=C/c1ccccc1[N+](=O)[O-] | -6% | -6% | -5% | 21% | 3% |
| 15 | Cc1cccc(CCNC(=O)CC2C(=O)NCCN2Cc2ccccc2C)n1 (configuration not stated) | 0% | -5% | 5% | 22% | 7% |

| # | PTHR1 agonist | Akt phos inh | Mm-Cpn inhibitor | HEK293 tox |
| --- | --- | --- | --- | --- |
| 1 | -14%[57.5 µM] | i | -8% | -5% |
| 2 | i | i | -1% | 3% |
| 3 | i | i | 2% | -4% |
| 4 | -11% | / | / | -5% |
| 5 | i | i | 2% | 4% |
| 6 | -9% | i | -2% | 1% |
| 7 | 16% | i | / | -5% |
| 8 | i | i | 1% | -11% |
| 9 | i | i | -4% | -9% |
| 10 | -16% | i | -2% | -15% |
| 11 | -14% | i | 1% | 2% |
| 12 | ? | i | 0% | -25% |
| 13 | i | i | 1% | -11% |
| 14 | -8%[57.5 µM] | i | / | 2% |
| 15 | i | i | 2% | -8% |

Later entries
| # | Molecule | aSyn rescue | TDP-43 yeast inh | Abeta yeast res | GLP-1R inv ag | FUS yeast rescue |
| --- | --- | --- | --- | --- | --- | --- |
| 16 | CCOc1cc(/C=N/N2CCOCC2)ccc1OCc1ccc(C(=O)OC)o1 | -2% | -14% | -15% | 10% | 31% |
| 17 | COc1ccc(N2CCN(Cc3cc(=O)oc4cc(C)c(Cl)c(C)c34)CC2)cc1 | 0% | -20% | 3% | -19% | 28% |
| 18 | O=C(Nc1ccc2c(c1)OCO2)NC1CCN(Cc2ccccc2)CC1 | 2% | -22% | -4% | 0% | 15% |
| 19 | NC(=O)c1ccsc1NC(=O)COC(=O)/C=C/c1ccc([N+](=O)[O-])cc1 | -1% | -9% | -3% | 3% | 22% |
| 20 | COc1cc(C(=O)NCCOc2ccccc2C)cc(OC)c1OC | 4% | 11% | -2% | -24% | -8% |
| 21 | CC1(C(=O)NS(=O)(=O)Cc2ccccc2)CCN1C(=O)Cc1ccccc1Cl (configuration not stated) | 0% | -14% | -16% | -10% | -10% |
| 22 | CCOC(=O)c1ccccc1NC(=O)Cn1cnc2c(oc3ccccc32)c1=O | -1% | -11% | -4% | 1% | 11% |
| 23 | CC(C)(C)C(=O)Nc1ccc(-c2nc3ccccc3c(=O)o2)cc1 | -2% | -3%[0.397 µM] | 3% | 6% | 12% |
| 24 | CCCSc1ncc(Cl)c(C(=O)Nc2ccc(S(=O)(=O)N(C)c3ccccc3)cc2)n1 | / | 21% | 13% | ? | 32% |
| 25 | CN1C2C=C(N(CCc3c[nH]c4ccccc34)C(=O)c3ccc(Cl)cc3)CC1CC2 (configuration not stated) | -3% | -17% | 7% | ? | 13% |
| 26 | COc1ccccc1N1CCN(C(=O)C2CCC(CNS(=O)(=O)c3ccc(NC(C)=O)cc3)CC2)CC1 (configuration not stated) | 0% | -1% | 4% | -20% | ? |
| 27 | Clc1ccc(C2=CC(c3ccco3)n3ncnc3N2)cc1 (configuration not stated) | -20% | ? | -1% | 13% | 41% |
| 28 | Cc1noc(C)c1COC(=O)c1cc(=O)[nH]c2ccccc12 | 5% | 5% | -5% | 13% | -9% |
| 29 | O=C(NC1=NCCS1)c1ccccc1Br | -15% | -3% | -5% | 3% | -14% |
| 30 | O=C(Oc1ccccc1C(=O)Nc1ccccc1)c1ccccc1Br | -2% | 11µM* | -48%[inhibitor] | ? | -3% |

| # | PTHR1 agonist | Akt phos inh | Mm-Cpn inhibitor | HEK293 tox |
| --- | --- | --- | --- | --- |
| 16 | i | i | 1% | 8% |
| 17 | i | i | -2% | 5% |
| 18 | ? | / | 0% | -17% |
| 19 | -6% | i | 4% | 3% |
| 20 | i | i | 0% | -24% |
| 21 | 6% | i | / | -4% |
| 22 | -22% | ? | / | 0% |
| 23 | -39%[inhibitor] | i | 1% | -6% |
| 24 | -12% | / | / | 1% |
| 25 | -22% | i | -1% | ? |
| 26 | -12% | i | 2% | -30% |
| 27 | -5% | i | 0% | / |
| 28 | i | i | 0% | 54%[activator] |
| 29 | -14% | i | / | 10% |
| 30 | -12% | i | 2% | ? |

Next section:
| # | Molecule | aSyn rescue | TDP-43 yeast inh | Abeta yeast res | GLP-1R inv ag | FUS yeast rescue |
| --- | --- | --- | --- | --- | --- | --- |
| 31 | CC1CC(CCC(=O)NC(=S)Nc2ccc(S(N)(=O)=O)cc2)C(=O)O1 (configuration not stated) | -1% | -20% | 10% | 0% | 25% |
| 32 | C[C@@H]1CN([C@@H](C)CO)C(=O)CCCn2cc(nn2)CO[C@H]1CN(C)C(=O)c1ccc2ccn(C)c2c1 | -1% | 11% | 9% | 22% | -13% |
| 33 | Cc1cccn2c(=O)c(C=Nc3ccccc3)c(NCCO)nc12 | 1% | -4% | 13% | 6% | -8% |
| 34 | COc1ccc(NS(=O)(=O)c2cc(NC(=O)c3cccc(OCc4c(C)noc4C)c3)ccc2OC)cc1 | 6% | 2% | -5% | -9% | 28% |
| 35 | O=C(Cc1ccc(NC(=O)C2CCCN(C(=O)C3CCCC3)C2)cc1)Nc1cccc(C(=O)N2CCCCC2)c1 (configuration not stated) | 1% | 13% | 4% | 7% | 27% |
| 36 | CCOC1=NC(=C(c2ccccc2)c2ccccc2)OC1=O | -26% | -14% | -6% | -9% | 7% |
| 37 | Brc1cccc(CNCc2cccs2)c1 | 2% | 0% | 2% | 22% | / |
| 38 | Cc1nn(Cc2c(Cl)cccc2Cl)c(C)c1NC(=O)c1cc(C(C)C)on1 | 0% | 17% | -5% | ? | -10% |
| 39 | O=C(NCCCN1CCOCC1)C1Nc2ccc(OC(F)(F)F)cc2C2C=CCC12 (configuration not stated) | 0% | 18% | 3% | -5% | -8% |
| 40 | CCCNc1c(NS(=O)(=O)c2cccs2)c(=O)oc2ccccc12 | 8% | 11% | 4% | 18% | -8% |

| # | PTHR1 agonist | Akt phos inh | Mm-Cpn inhibitor | HEK293 tox |
| --- | --- | --- | --- | --- |
| 31 | i | i | 1% | -1% |
| 32 | -16% | i | / | -37% |
| 33 | i | i | -2% | -4% |
| 34 | i | i | -8% | -16% |
| 35 | -6% | i | / | 2% |
| 36 | i | i | / | -6% |
| 37 | 13% | i | -1% | 32% |
| 38 | i | i | -1% | -6% |
| 39 | 0% | i | / | 2% |
| 40 | i | i | -3% | -5% |

Sorted by count of non-hydrogen atoms (smallest number first): 5 of the compounds above
| # | Molecule | aSyn rescue | TDP-43 yeast inh | Abeta yeast res | GLP-1R inv ag | FUS yeast rescue |
| --- | --- | --- | --- | --- | --- | --- |
| 36 | CCOC1=NC(=C(c2ccccc2)c2ccccc2)OC1=O | -26% | -14% | -6% | -9% | 7% |
| 33 | Cc1cccn2c(=O)c(C=Nc3ccccc3)c(NCCO)nc12 | 1% | -4% | 13% | 6% | -8% |
| 32 | C[C@@H]1CN([C@@H](C)CO)C(=O)CCCn2cc(nn2)CO[C@H]1CN(C)C(=O)c1ccc2ccn(C)c2c1 | -1% | 11% | 9% | 22% | -13% |
| 34 | COc1ccc(NS(=O)(=O)c2cc(NC(=O)c3cccc(OCc4c(C)noc4C)c3)ccc2OC)cc1 | 6% | 2% | -5% | -9% | 28% |
| 35 | O=C(Cc1ccc(NC(=O)C2CCCN(C(=O)C3CCCC3)C2)cc1)Nc1cccc(C(=O)N2CCCCC2)c1 (configuration not stated) | 1% | 13% | 4% | 7% | 27% |

| # | PTHR1 agonist | Akt phos inh | Mm-Cpn inhibitor | HEK293 tox |
| --- | --- | --- | --- | --- |
| 36 | i | i | / | -6% |
| 33 | i | i | -2% | -4% |
| 32 | -16% | i | / | -37% |
| 34 | i | i | -8% | -16% |
| 35 | -6% | i | / | 2% |

Only part of the results is shown, so the mix of outcomes need not match the whole.
